Source: PubChem BioAssay
RXFP1 antagonist: qHTS Assay for Antagonists of the Relaxin Receptor RXFP1 | Relaxin receptor 1 (Homo sapiens), Q9HBX9 | HEK293-RXFP1, relaxin-stimulated cAMP HTRF, 30 min; active compounds read low | activity change, negative = inhibition, % at 57.5 µM | 0.59% of 350,000 active;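 active = activity change of -60% or lower, but not beyond a set lower limit; inconclusive = change between -60% and -40%, or beyond the set limit; inactive = change above -40%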; note: % is set by controls: 0 for no effect and ±100 for the full control effect
D1 antagonist: Antagonist of Human D 1 Dopamine Receptor: qHTS; 3.2% of 360,000 active; activity change, negative = inhibition, % at 10 µM; AID 504652, 2011; HEK293 TREx D1 cells, calcium flux, dopamine EC80; active compounds read low; in the data active = activity change below about -30%; note: % is set by controls: 0 for no effect and ±100 for the full control effect
Target sequence (P21728 whole entry, looked up): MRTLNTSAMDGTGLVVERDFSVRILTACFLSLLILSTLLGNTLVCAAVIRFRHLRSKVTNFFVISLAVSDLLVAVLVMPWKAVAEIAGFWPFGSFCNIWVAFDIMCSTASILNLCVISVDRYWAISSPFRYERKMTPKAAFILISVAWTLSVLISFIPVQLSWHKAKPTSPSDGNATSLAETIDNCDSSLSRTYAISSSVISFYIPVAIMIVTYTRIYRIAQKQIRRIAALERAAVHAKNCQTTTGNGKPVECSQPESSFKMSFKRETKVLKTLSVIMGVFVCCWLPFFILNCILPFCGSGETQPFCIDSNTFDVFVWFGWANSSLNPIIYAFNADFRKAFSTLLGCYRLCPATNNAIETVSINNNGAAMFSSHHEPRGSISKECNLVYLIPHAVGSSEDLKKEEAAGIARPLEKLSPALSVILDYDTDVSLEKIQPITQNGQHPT
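Kinetic fluorescence of a calcium dye serves as the read-out. D1-expressing Hek293 Trex cells, induced overnight at 30 C, are exposed to compound for 180 s before an EC80 dopamine addition, then read 180 s further.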
D2 antagonist: HTS Assay for Allosteric Antagonists of the Human D2 Dopamine Receptor: Primary Screen for Antagonists; HEK293 TREx D2 cells, calcium flux, dopamine EC80; inhibition, % at 10 µM; 2% of 340,000 active; AID 485344, 2010; in the data active = inhibition above about 30%; note: 0% is about no effect
Target sequence (P14416 whole entry, looked up): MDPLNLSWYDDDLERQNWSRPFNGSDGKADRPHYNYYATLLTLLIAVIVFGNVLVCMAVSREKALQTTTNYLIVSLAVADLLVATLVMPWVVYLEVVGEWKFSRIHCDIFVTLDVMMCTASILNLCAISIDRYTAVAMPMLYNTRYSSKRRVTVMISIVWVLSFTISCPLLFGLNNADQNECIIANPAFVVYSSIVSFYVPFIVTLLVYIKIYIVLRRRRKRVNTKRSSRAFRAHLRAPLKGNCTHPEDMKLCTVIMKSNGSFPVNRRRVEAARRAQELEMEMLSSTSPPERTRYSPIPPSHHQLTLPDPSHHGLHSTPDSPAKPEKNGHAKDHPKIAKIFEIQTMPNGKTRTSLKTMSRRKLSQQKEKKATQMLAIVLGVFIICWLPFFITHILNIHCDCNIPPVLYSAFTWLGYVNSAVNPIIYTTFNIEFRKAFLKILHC
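In this primary screen, negative modulation is detected by tracking calcium flux after an EC80 dopamine challenge in inducible HEK293 T-REx D2 cells preexposed to test compound for 180 s.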
TRHR PAM: qHTS for Small Molecule Agonists and Allosteric Enhancers of Human TRH Receptor: Primary Screen for Enhancers; enhancement, % at 2 µM; 0.66% of 360,000 active; TRHR cells, fluo-8 calcium fluorescence, EC20 TRH enhancement; Thyrotropin-releasing hormone receptor (Homo sapiens), P34981; in the data active = enhancement above about 30%; note: 0% is about no effect
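Enhancer read-out: after compound pinning and an initial kinetic agonist-mode read, an EC20 of TRH (10 nM final) was injected and fluo-8 calcium signal (Ex 480/Em 530) followed at 1 s/cycle for 100 cycles in TRHR-expressing cells.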
D2 ag: HTS Assay for Allosteric Agonists of the Human D2 Dopamine Receptor: Primary Screen for Agonists; D(2) dopamine receptor (Homo sapiens), P14416; HEK293 T-REx D2 cells, calcium flux agonist mode; activation, % at 2 µM; 0.53% of 340,000 active; AID 485358, 2010;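 active = activation over 3 SD above normal in the single-dose calcium agonist read, cut at about 30% in these data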; note: 0% is about no effect
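Agonism is scored from calcium flux in a force-coupled, inducible HEK293 cell line expressing D2, read kinetically for 180 s after compound addition against dopamine controls.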
D1 potentiator: Potentiators of Human D1 Dopamine Receptor: qHTS | D(1A) dopamine receptor (Homo sapiens), P21728 | HEK293 TREx D1 cells, calcium flux, dopamine EC20 potentiation | potentiation, % at 10 µM | 0.036% of 360,000 active; in the data active = potentiation above about 30%; note: 0% is about no effect
D1 agonist: Allosteric Agonists of the Human D1 Dopamine Receptor: qHTS. HEK293 T-REx D1 cells, calcium flux, agonist mode. activation, % at 2 µM. 1% of 360,000 active. AID 504660, 2011; note: 0% is about no effect
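Tetracycline-induced HEK293 TREx D1 cells, force-coupled to calcium signalling, were dye-loaded with a no-wash calcium kit. Compound was pin-added after a 10 s baseline. Fluorescence was read kinetically at 1 cycle/s for 180 s, with calcium rises flagged as agonism.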
TRHR ag: qHTS for Small Molecule Agonists and Allosteric Enhancers of Human TRH Receptor: Primary Screen for Agonists | Thyrotropin-releasing hormone receptor (Homo sapiens), P34981 | TRHR cells, calcium flux fluo-8, FDSS agonist mode | activation, % at 2 µM | 0.18% of 360,000 active; note: 0% is about no effect
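Fluo-8-loaded TRHR cells; 10 s baseline, compound added, kinetic Ca2+ fluorescence read 1/s, agonist mode.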
D2 PAM: HTS Assay for Positive Allosteric Modulators of the Human D2 Dopamine Receptor: Primary Screen for Potentiators; 0.34% of 340,000 active; HEK293 T-REx D2, calcium flux, EC20 dopamine potentiation; AID 485347, 2010; potentiation, % at 10 µM; D(2) dopamine receptor (Homo sapiens), P14416;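 active = potentiation over 3 SD above the plate norm, cut at about 30% in these data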; note: 0% is about no effect
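Potentiation of an EC20 dopamine calcium response measured kinetically over 180 s, after a preceding 180 s compound-only read flagging agonists. Cells: inducible Hek293 Trex D2 line, 4000/well, cultured overnight at 30 C before dye loading.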
* = called active by the depositor; ? = inconclusive; · = no result given. Cut-off read from the data, not from the text of the source, unless noted: active = activation above about 30%; inactive = the rest.

SMILES	RXFP1 antagonist	D1 antagonist	D2 antagonist	TRHR PAM	D2 ag	D1 potentiator	D1 agonist	TRHR ag	D2 PAM
CN(CC(=O)Nc1c(Cl)cccc1Cl)C(=O)CC1Sc2ccccc2NC1=O (centres undefined)	-2	-1	-25	6	0.3	-4	3	-0.1	-4
Cc1cc(NC(=O)c2ccccc2F)nc2c1c(=O)oc1ccccc12	-3	-11	-4	-7	-0.1	-9	2	0.0	42*
CC1=C(C(=O)OC(C)C)C(c2ccc(Br)s2)NC(=O)N1 (centres undefined)	-6	-2	2	2	-1.4	-10	0	0.6	6
COc1cccc(N2CCN(C(=O)c3cc4c(=O)oc5ccc(C)cc5c4s3)CC2)c1	·	2	·	2	0.4	5	2	0.3	-4
COc1ccc2c(c1)[C@@H]1[C@H](CO2)[C@H](c2ccccc2)[C@]2(C)C(=O)Nc3ccc(C)cc3C(=O)N12	·	-2	-4	-2	1.4	4	0	0.4	-10
O=C(NCc1ccccc1)C(c1ccc(F)cc1)N(C(=O)c1csnn1)C1CCCC1 (centres undefined)	-11	4	-21	-1	3.5	-6	15	5.6	18
O=C(CSc1c2c(nc3ccc(Cl)cc13)CCCC2)N1CCN(c2cccc(Cl)c2)CC1	?	13	·	-10	-0.5	0	3	1.4	-6
O=C(Nc1ccc(C(=O)N2CCCCC2)cc1)c1ccc(Br)cc1	-19	-31*	24	1	0.4	-4	4	-1.0	-8
C=CCOc1c(CNc2cccc(C(=O)O)c2)cccc1OC	-8	-5	-7	12	0.5	1	0	-0.5	-7
Cc1ccc(CN2CC(C(=O)NCCC3=CCCCC3)CC2=O)cc1 (centres undefined)	-9	-1	19	2	0.5	·	-1	0.1	1
COC(=O)Cn1c2ccc(Cl)cc2c2nc(C)sc21	6	-4	3	14	-0.4	-2	1	-0.8	8
O=C(OCC(=O)N1CCCCC1)c1c[nH]c(=O)[nH]c1=O	4	-5	-5	2	0.4	-4	4	0.2	-1
Cc1cccn2c(=O)cc(COc3cccc(NC(=O)Nc4cccc(Cl)c4)c3)nc12	0	-59*	·	-1	-0.1	-2	1	0.1	-19
COc1ccc(C2NC(=O)CCC2[N+](=O)[O-])c(OC)c1 (centres undefined)	·	8	-5	-14	-2.6	6	5	-1.0	14
COc1cc(OC)c(C(=O)OCC(=O)Nc2nnc(-c3ccccc3)o2)cc1OC	-16	14	5	2	0.0	2	0	0.0	-3
Cc1cccn2c(=O)c3cc(C(=O)N4COCC4(C)C)n(C)c3nc12	-8	-4	5	10	0.0	-1	0	-0.1	3
COCCN(CC(=O)Nc1cccc(C)c1C)C(=O)Cn1c(=O)cnc2ccccc21	4	-1	5	0	-1.5	-4	2	-0.6	0
CC(=O)c1sc(Nc2ccccn2)nc1C	9	-14	16	-6	-0.2	-5	0	-1.0	4
Fc1cccc(Cn2cc(C(=S)N3CCCCC3)c3ccccc32)c1	-5	0	0	-8	-0.1	4	3	0.0	-9
CC(=O)c1cc(-c2ccccc2)n(CCC(=O)Nc2ccc(C)cc2C)c1C	-62*	-9	·	5	1.1	-7	5	-0.6	0
COc1ccc(CN(C)c2ccc(-c3nc(-c4ccc(OC)c(OC)c4)no3)cc2[N+](=O)[O-])cc1	·	-13	·	-1	5.7	-2	12	0.3	5
C=CCS(=O)(=O)N1CCC(CCOc2ccccc2)(C(=O)OCC)CC1	-8	-6	20	-7	-0.3	-3	4	-1.3	-13
CC1CC(C)CN(CC(=O)N2CCCc3c2c(=O)oc2ccc(OCc4ccccc4)cc32)C1 (centres undefined)	-4	2	-5	-3	-1.3	2	4	2.1	-14
O=C(CN1CCN(c2ncccn2)CC1)NCc1ccccc1	-8	3	8	3	50*	3	4	0.1	-17
Cc1ccc(NC(=O)Cn2c(=O)n(CC(=O)NCCc3ccccc3)c(=O)c3ccccc32)cc1	·	-13	·	2	·	-1	0	0.6	2

Results in TRHR PAM, D1 agonist and D2 ag, for some of the entries so far:
smiles	TRHR PAM	D1 agonist	D2 ag
Cc1cc(NC(=O)c2ccccc2F)nc2c1c(=O)oc1ccccc12	-7	2	-0.1
CC1=C(C(=O)OC(C)C)C(c2ccc(Br)s2)NC(=O)N1 (centres undefined)	2	0	-1.4
COc1cccc(N2CCN(C(=O)c3cc4c(=O)oc5ccc(C)cc5c4s3)CC2)c1	2	2	0.4
COc1ccc2c(c1)[C@@H]1[C@H](CO2)[C@H](c2ccccc2)[C@]2(C)C(=O)Nc3ccc(C)cc3C(=O)N12	-2	0	1.4
O=C(NCc1ccccc1)C(c1ccc(F)cc1)N(C(=O)c1csnn1)C1CCCC1 (centres undefined)	-1	15	3.5

Later entries:
SMILES	RXFP1 antagonist	D1 antagonist	D2 antagonist	TRHR PAM	D2 ag	D1 potentiator	D1 agonist	TRHR ag	D2 PAM
O=C(O)c1ccc(NCc2nc3ccccc3n2Cc2ccccc2F)cc1	14	1	2	-2	-0.6	-14	4	0.0	10
CCOC(=O)c1c(NC(=S)N2CCOCC2)sc(C)c1C	1	3	8	-3	0.3	-1	1	0.1	9
CCN(CC)C(=O)NC1CCCCCCC1	2	-9	-6	-6	-0.2	0	0	0.2	-9
CC1C(=O)N2CCCc3cc(NC(=O)COc4ccc(Cl)cc4)cc1c32 (centres undefined)	12	33	1	7	0.4	-3	3	0.0	-8
Cc1ccc(N2CC(NC(=O)C3CCCCC3)CC2=O)cc1 (centres undefined)	4	·	·	-3	0.8	-2	-2	0.4	-9
CCOC(=O)NNC(=O)C12CC3CC(CC(C3)C1)C2	-11	1	3	5	0.4	-3	4	1.1	4
C=CCOC(=O)C1=C[C@H](c2cn(C(C)=O)c3ccccc23)[C@@H](CCCO)[C@H](OCC)O1	·	16	17	-5	0.1	3	3	-0.2	-5
COc1cccc(CNC(=O)Cn2nc(C)c3c(C)n(-c4ccc(C)cc4)nc3c2=O)c1OC	-11	8	0	-15	0.0	-2	2	-0.7	-25
O=C(NCc1ccccn1)C(=O)NCC1OCCCN1S(=O)(=O)c1cc(F)ccc1F (centres undefined)	0	12	6	2	-0.8	4	2	-0.8	8
Cc1ccsc1-c1nc(CN(C)C(C2CC2)C2CC2)c(C)o1	1	-6	-21	1	-0.3	-6	0	0.8	-12
CCOC(=O)Cn1c(S(=O)(=O)Cc2ccc(F)cc2)nc(-c2ccccc2)c1-c1ccccc1	-11	11	7	-7	-0.2	-5	2	-0.3	21
CC(C)(C)C1CCC(=NNC(=O)c2cc3c(s2)CCCC3)CC1 (centres undefined)	·	-8	-4	0	0.6	-3	1	0.1	-12
CN(C(=O)CCS(=O)(=O)c1ccc2c(c1)oc(=O)n2C)C1CCCCC1	9	-14	-9	6	0.5	2	2	-0.2	-8
Cc1ccc([N+](=O)[O-])cc1NC(=O)CN(C1CCCCC1)S(=O)(=O)c1ccc(Cl)cc1	-8	0	53*	-5	0.0	-3	1	0.3	-18
CN1CCCN(C(=O)c2cccc(Br)c2)CC1	2	3	8	6	0.1	0	2	1.0	-6
Cc1ccc(N2C(=O)N3[C@H]4c5ccccc5OC[C@@H]4[C@@H](c4ccccc4)[C@@]3(C)C2=O)cc1	·	-4	-9	-3	1.1	1	3	0.6	4
COc1ccc2c(CC(=O)OCC(=O)Nc3cc(C)c(C)cc3[N+](=O)[O-])coc2c1	-1	-6	3	1	0.5	-1	4	0.3	3
CCOC(=O)Cc1csc(SCC(=O)Nc2cc(C)ccc2OC)n1	-4	·	-3	0	-0.5	-6	3	-0.4	12
CCCC(=O)Nc1ccc(C(=O)NNC(=O)COc2ccc(Br)c(C)c2)cc1	-4	·	-34	10	-0.7	-3	3	-0.6	-13
CC(=O)c1cccc(NC(=O)C2CCCN2S(=O)(=O)c2cccc3nsnc23)c1 (centres undefined)	·	1	-10	2	0.6	-2	2	-0.1	10
O=C(N/N=C\c1ccc([N+](=O)[O-])o1)C1COc2ccccc2O1 (centres undefined)	5	9	·	-2	·	-10	0	-0.2	·
COc1cc(CN2CCN(Cc3ccc(C)cc3)C(CCO)C2)ccc1O (centres undefined)	-9	1	20	-4	0.1	1	2	0.1	-16
C=C(C)CSc1nnc(-c2ccc(OC)cc2)n1N	-7	8	0	-2	-0.7	-5	1	0.0	7
Cc1ccc(N2C(=O)CC(NCc3ccc4c(c3)OCO4)C2=O)cc1Cl (centres undefined)	-9	-14	-5	2	-1.1	-2	2	0.1	0
Cc1[nH]c2ccccc2c1C(=O)C(=O)NCCc1c[nH]c2ccccc12	-12	8	13	7	1.1	-5	1	0.0	9

Compound profiles, as listed above:
Shown for Cc1ccsc1-c1nc(CN(C)C(C2CC2)C2CC2)c(C)o1 = RXFP1 antagonist = 1; D1 antagonist = -6; D2 antagonist = -21; TRHR PAM = 1; D2 ag = -0.3; D1 potentiator = -6; D1 agonist = 0; TRHR ag = 0.8; D2 PAM = -12
Shown for CCN(CC)C(=O)NC1CCCCCCC1 = RXFP1 antagonist = 2; D1 antagonist = -9; D2 antagonist = -6; TRHR PAM = -6; D2 ag = -0.2; D1 potentiator = 0; D1 agonist = 0; TRHR ag = 0.2; D2 PAM = -9
